Bioassay records (PubChem BioAssay)
UHRF1 binding: UHRF1 methyl-DNA binding inhibition | UHRF1 binding to methylated oligo, TR-FRET | inhibition, % at 4.4 µM | actives 0.75% (n = 370,000) | AID 687016; in the data active = inhibition above about 21%;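 also: UHRF1 SRA domain binding a hemimethylated CpG hairpin DNA probe; 0% = median of test compound wells and 100% = reference inhibitor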
TCR CD3 inh: human TCR-CD3 binding inhibition; inhibition, % at 9.4 µM; actives 0.37% (n = 360,000); TAMRA-labeled TCR probe fluorescence, biochemical; AID 651800; in the data active = inhibition above about 19%;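 also: recombinant mutant TCR 2C K166C tagged with TAMRA read by polarization; 0% = receptor in buffer alone and 100% = receptor with positive control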
MBD2 DNA inh: inhibitors of human MBD2 binding to methylated oligonucleotide; TR-FRET; inhibition, % at 4.4 µM; actives 0.31% (n = 370,000); in the data active = inhibition above about 13%
PRMT1 FP inh: PRMT1 (human) inhibition, primary screen. actives 1.3% (n = 370,000). recombinant PRMT1, activity-based probe fluorescence polarization. Q99873. inhibition, % at 2.79 µM;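 active = inhibition above about 21% made by adding two undisclosed values, limit read from the data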
ABHD4 inh: ABHD4 (mouse) inhibition, primary FP screen; Q8VD66; purified mABHD4, FP-Rh probe fluorescence polarization; inhibition, % at 8.92 µM; actives 0.54% (n = 370,000); AID 720543;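 active = inhibition exceeding the mean over every tested compound plus 3 SD, cut at about 30% in these data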;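 also: 0% = plate median of compound wells and 100% = S159A mutant with DMSO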
Target sequence (Q8VD66 whole entry, looked up): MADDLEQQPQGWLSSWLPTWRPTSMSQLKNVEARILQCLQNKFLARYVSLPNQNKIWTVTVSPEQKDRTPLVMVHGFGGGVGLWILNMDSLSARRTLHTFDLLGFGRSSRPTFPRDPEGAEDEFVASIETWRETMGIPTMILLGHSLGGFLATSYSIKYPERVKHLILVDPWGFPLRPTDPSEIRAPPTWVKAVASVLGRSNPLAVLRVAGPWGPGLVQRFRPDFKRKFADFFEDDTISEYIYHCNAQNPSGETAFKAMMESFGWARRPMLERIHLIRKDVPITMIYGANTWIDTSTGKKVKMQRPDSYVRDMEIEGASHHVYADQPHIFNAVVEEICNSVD
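Assay system: mABHD4 protein; medium: HEPES pH 7.0, NaCl, Pluronic buffer; dosing: 8.92 µM, single dose; schedule: 45 min + 60 min at 25 °C; signal: FP readout, ex 525 nm / em 598 nm; read-out: normalized percent inhibition of probe labeling; repeats: single replicate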
PG9 binder: PG9 antibody binding by small molecule; TR-FRET gp120-PG9 antibody binding; inhibition, % at 6.7 µM; actives 0.43% (n = 360,000); in the data active = inhibition above about 8.5%
HTRA1 inhibitor: blocks human HTRA1 serine peptidase. Q92743. recombinant HTRA1, FP-rhodamine activity-based probe, fluorescence polarization. inhibition, % at 5.96 µM. actives 0.5% (n = 340,000). AID 504803; in the data active = inhibition above about 36%;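 also: 0% = enzyme with DMSO and 100% = wells lacking enzyme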
Target sequence (Q92743 whole entry, looked up): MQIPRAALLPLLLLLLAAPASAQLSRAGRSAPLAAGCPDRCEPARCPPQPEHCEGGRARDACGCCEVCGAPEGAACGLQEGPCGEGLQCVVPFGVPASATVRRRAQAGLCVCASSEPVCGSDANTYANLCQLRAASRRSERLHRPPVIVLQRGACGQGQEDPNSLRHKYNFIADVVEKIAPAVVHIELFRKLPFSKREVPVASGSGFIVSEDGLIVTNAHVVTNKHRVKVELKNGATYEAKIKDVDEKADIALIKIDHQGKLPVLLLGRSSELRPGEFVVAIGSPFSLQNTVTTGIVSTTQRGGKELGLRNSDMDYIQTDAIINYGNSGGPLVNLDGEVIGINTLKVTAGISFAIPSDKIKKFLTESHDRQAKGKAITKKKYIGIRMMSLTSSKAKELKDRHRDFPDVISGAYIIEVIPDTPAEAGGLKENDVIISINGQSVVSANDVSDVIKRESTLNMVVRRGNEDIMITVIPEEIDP
rCAG binder: r(CAG) repeat RNA binding; inhibition, % at 3 µM; AID 651821; TO-PRO-1 dye displacement fluorescence; actives 1.3% (n = 370,000);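 active = inhibition above the plate cutoff, the mean of all test compounds on that plate plus 3 SD, cut at about 35% in these data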;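 also: 0% = DMSO alone and 100% = 100 µM mitoxantrone as full dye displacement; higher means more dye released from RNA so lower well fluorescence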
LEDGF integ inh: blocks HIV-1 LEDGF/p75-dependent DNA integration; TR-FRET IN-LEDGF/p75 DNA integration, Eu/Cy5; inhibition, % at 3.7 µM; actives 0.64% (n = 370,000); AID 743269;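 active = inhibition above the screen-wide mean plus 3 SD, cut at about 13% in these data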;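 also: signal is the Cy5 over europium emission ratio at 671 and 618 nm; 0% = plate median of compound wells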
Rev-erbA mod: Rev-erb alpha (human) modulation; Rev-erbα–FITC-DNA binding, fluorescence polarization, 90 min; activity, % at 10 µM; actives 0.79% (n = 370,000); P20393;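 active = activity above about 14%, limit read from the data; passing the limit was not always enough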;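 also: 0% = DMSO wells with 35 nM protein and 100% = DMSO wells with 750 nM protein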
The depositor's hits bear a star; i = inactive; . = no result given.

SMILES	UHRF1 binding	TCR CD3 inh	MBD2 DNA inh	PRMT1 FP inh	ABHD4 inh	PG9 binder	HTRA1 inhibitor	rCAG binder	LEDGF integ inh	Rev-erbA mod
Nc1no[n+]([O-])c1-c1ccccc1	-2	7	0	-3	4	0.6	-1	2	-3	-8
O=C(NC12CC3CC(CC(C3)C1)C2)N1CCN(c2ccccc2)CC1	-1	-2	1	0	-5	-1.7	-9	-8	2	-5
Cc1cccc(Nc2cc(C)c3c(O)cccc3n2)c1C	2	-5	4	11	30*	-1.3	9	11	-2	-2
CCc1ccccc1NC(=O)CSc1nnc(-c2ccncc2)o1	0	-6	-2	8	-2	-0.7	7	-2	-5	8
CCOc1ccc(NC(=O)CN2CCCN(c3ccc(OC)cc3)CC2)cc1	-1	.	2	4	5	.	.	0	0	0
COc1ccc(OCC(=O)NCCc2c[nH]c3ccccc23)cc1	-1	7	1	-1	-2	-0.3	-5	-5	1	-3
Cc1cc(NC(=O)CN2CCCCCCC2)no1	1	-3	0	1	8	-1.3	0	0	2	8
N#Cc1cnc(NN)nc1	3	-1	1	2	4	-1.5	-3	-1	-6	-9
CO[C@@H]1CN(C)C(=O)c2cc(NS(=O)(=O)c3ccc(C)cc3)ccc2OC[C@H](C)N(Cc2nccs2)C[C@H]1C	3	-2	-3	0	-3	0.5	.	5	4	0
OCCN1CCN(c2nnc(-c3ccccc3)c3ccccc23)CC1	1	6	-6	-4	2	0.4	-3	-1	3	-4
CCCc1cc(C(=O)Nc2ccc(C(=O)c3ccc(C)cc3)cc2)n(C)n1	1	-2	3	5	-38	-2.3	-90	1	-4	0
COc1ccccc1-n1cnnc1SCC(=O)c1ccc[nH]1	-3	6	3	-2	4	-0.5	-1	-2	2	-4
Cc1cccc([C@@H]2C[C@H]3CN(Cc4cccc(Cl)c4)C(=O)[C@]34CCCN24)n1	-4	0	-2	-3	-13	-0.1	-6	-8	3	-1
O=c1ccc2c(-c3ccccc3)c3ccc(O)cc3oc-2c1	-439	-40	-99	90*	43*	-3.1	60*	i	5	102*
NC(CCc1ccccc1)c1csc(Nc2cnccn2)n1 (configuration not stated)	4	-3	5	5	9	-1.2	.	12	4	-4
CC(=O)c1c(C(C)=O)c(C)n(-c2ccc3ncccc3c2)c1C	-2	-5	-4	-3	6	-0.7	3	-3	-3	-5
COc1ccc(NC(=O)C2=CC(c3ccc(OC)cc3)=NS(=O)(=O)N2C)cc1	0	-1	-6	1	-12	1.1	-14	6	0	10
COc1ccc(/C=C/C(=O)NC2CCS(=O)(=O)C2)cc1 (configuration not stated)	-6	1	-2	-7	8	-2.1	-9	-1	1	0
Cc1ccc(F)c(S(=O)(=O)NC(=O)C2(C)CCN2C(=O)Cc2cccc3ccccc23)c1 (configuration not stated)	0	-1	2	7	3	-2.0	.	28	1	-2
CC1(C)Cc2c(c(N3CCOCC3)nc3sc(C(N)=O)c(N)c23)CO1	0	-11	-4	37*	0	0.5	0	6	5	0
COc1ccccc1NC(=O)Cn1c(=O)oc2ccccc21	-2	-2	2	-4	5	1.3	2	-2	-3	-2
CCOC(=O)CN1C(=O)CCSc2ccc(Cl)cc21	36*	2	1	5	0	1.1	1	-6	-2	-3
CC(CCN1CCN(c2ccccc2)CC1)c1ccccc1 (configuration not stated)	-1	-2	4	-2	0	-1.2	-5	-4	5	-10
C[C@@H]1COc2cccc(N(C)CCO)c2S(=O)(=O)N1	0	2	0	1	1	-0.1	.	2	-2	8
Cn1c(C(=O)OC(C(=O)NC(C)(C)C)c2cccnc2)cc2sccc21 (configuration not stated)	-2	-4	5	-2	1	-1.2	-1	-4	3	-1
CCCCCC(=O)Nc1ccc(N2CCOCC2)c(S(=O)(=O)Nc2ccc(OC)cc2)c1	-2	-4	-2	-3	0	-1.2	-15	-1	0	1
Cc1ccc(S(=O)(=O)N2CCN(C(=O)C(O)c3ccccc3)CC2)cc1 (configuration not stated)	-2	-3	4	-4	6	-1.7	.	0	3	1
COC(=O)c1sc(NC(=O)c2c(-c3ccccc3)noc2C)nc1C	1	-6	3	4	-5	3.4	0	-3	-2	-10
CC(C)N(C(=O)[C@H]1C[C@H](CC(=O)NCc2cccc(C(F)(F)F)c2)C(=O)N2CCc3c([nH]c4ccc(Cl)cc34)[C@]12C)C(C)C	-1	-2	2	1	1	0.2	-4	1	-1	5
Cc1nn(-c2ccccc2)c(Cl)c1/C=N/NC(=O)c1ccccc1NS(=O)(=O)c1cccs1	1	-2	1	1	0	-3.6	-4	76*	1	4
CCOCCCNC(=O)c1cn(CC(C)C)c(=O)c2cc(OC)c(OC)cc12	-2	-3	2	1	2	-0.7	0	-1	-5	-6
O=C(N/N=C/c1cc(Br)cs1)c1ccc2c(c1)OCCO2	-4	1	1	-1	2	-1.4	.	0	-4	-5
Cc1ccc(S(=O)(=O)N2CCOC23CCN(C(=O)c2ccccc2Br)CC3)cc1	2	8	1	0	-1	-1.1	-3	-5	1	-2
CCN1CCn2c3c(c4cccc(C)c42)CCCC31 (configuration not stated)	1	-7	1	-2	7	-0.6	8	-9	-6	-1
CCOC(=O)C(=NC(C)CC)NNc1cccc(C(F)(F)F)c1 (configuration not stated)	0	6	0	-1	1	-0.4	6	-6	2	5
CCCNC(=O)c1ccc(Cn2c(=S)[nH]c3c([nH]c4ccc(OC)cc43)c2=O)cc1	-5	3	2	-2	13	0.1	3	3	2	-7
O=C(Nc1nccs1)NC(C(F)(F)F)C(F)(F)F	-4	5	3	-2	6	-0.6	-4	2	0	1
Cc1ccc(-c2nc(CS(=O)(=O)CC(=O)NCc3ccc4c(c3)OCO4)c(C)o2)cc1	3	-4	-2	-2	-4	-0.3	4	3	0	6
Cc1ccc(F)c(CNC(=O)C2CCC(=O)N(CCN3CCOCC3)C2)c1F (configuration not stated)	1	-9	-1	-3	-4	-0.6	0	2	3	-1
COc1ccc(OC)c(C(=O)C(=O)c2cc(OC)ccc2OC)c1	3	-1	-3	-1	-9	-0.8	2	0	0	4

Quoted from the listing.
Value of CC(C)N(C(=O)[C@H]1C[C@H](CC(=O)NCc2cccc(C(F)(F)F)c2)C(=O)N2CCc3c([nH]c4ccc(Cl)cc34)[C@]12C)C(C)C in LEDGF integ inh: -1
Value of COC(=O)c1sc(NC(=O)c2c(-c3ccccc3)noc2C)nc1C in ABHD4 inh: -5

The list goes on.
SMILES	UHRF1 binding	TCR CD3 inh	MBD2 DNA inh	PRMT1 FP inh	ABHD4 inh	PG9 binder	HTRA1 inhibitor	rCAG binder	LEDGF integ inh	Rev-erbA mod
CCOC(=O)c1c(NC(=O)c2cccs2)sc2c1CC(C)(C)OC2	4	2	-2	0	-3	-0.7	-49	5	0	14
O=C(Cc1c(O)c2ccccc2[nH]c1=O)OC1CCCCC1	0	0	5	2	7	-0.8	0	0	0	-4
Cc1ccccc1NC(=S)NCc1ccc2c(c1)OCO2	-3	9	-1	1	2	-1.4	4	1	2	0
O=C(NCC(=O)N1CCN(c2ncccn2)CC1)c1ccc(F)cc1	-2	-6	-1	-6	0	-0.1	11	2	-1	-3
COc1ccccc1-n1c(SCC(N)=O)nc2sc3c(c2c1=O)CCC3	3	0	-1	2	4	-1.2	3	-1	-7	-1
CC1NS(=O)(=O)c2cc([N+](=O)[O-])ccc21 (configuration not stated)	0	-3	2	0	2	-1.6	.	2	0	-3
CCC(C)NS(=O)(=O)c1ccc(S(=O)(=O)N(CC(=O)Nc2ccccc2)CC2CCCO2)cc1 (configuration not stated)	5	-3	7	3	-6	2.4	-6	-1	0	-2
C=CCn1c(Cc2ccccc2)nc2c(cnn2-c2ccccc2)c1=O	0	3	-3	-1	-8	-3.2	-49	-2	8	-4
COC(=O)c1c(NC(=O)COC(=O)CCS(=O)(=O)c2ccc(C)cc2)sc(C)c1C	5	-10	4	-1	-3	-1.4	-4	5	4	-1
Cc1csc(NC(=O)CSc2ncc(-c3ccccc3)[nH]2)n1	-2	1	-2	-2	-2	0.2	-7	2	0	2
COc1ccc(N2CCN(C(=O)c3ccc(N4CCCCS4(=O)=O)cc3)CC2)cc1	2	0	-4	1	-6	-1.5	2	-1	-1	-2
Cn1cc(C(=O)c2ccc(F)cc2)cc1-c1nc2ccccc2n1C	4	1	6	0	-7	-1.3	-6	-7	-2	4
CC(C)=CCN1CCN(Cc2ccc(Sc3nncn3C)o2)CC1CCO (configuration not stated)	1	6	6	2	0	-0.4	0	-4	1	-2
Nc1[nH]n(-c2ccccc2)c(=O)c1N=Nc1ccc(F)cc1	-9	.	-10	1	27	.	.	5	-1	-4
CN(CC(O)COc1ccc(S(=O)(=O)N2CCOCC2)cc1Cl)C1CCCCC1 (configuration not stated)	2	9	4	1	-2	-0.6	-3	-2	-1	3
COCCCn1c(=O)/c(=C\c2ccccc2OC(F)F)s/c1=C(/C#N)C(=O)NCCOC	-1	4	1	0	3	-2.6	-2	-2	-4	8
C/C(=N/Nc1ccc(Cl)cc1)c1cnnc(-c2ccccc2)n1	-2	0	1	0	-3	1.8	-3	2	-1	1
CC(=O)Nc1ccc(C(=O)OCC(=O)NCc2ccccc2)cc1	-1	3	-3	-3	-4	-2.5	-5	-1	3	-6
Cc1ccc2c(c1)N(CC(=O)N1CCCC1)C(=O)CO2	1	-8	-5	2	1	3.5	2	-2	-2	2
Cc1cc2oc(=O)sc2cc1NS(=O)(=O)c1cccc2cccnc12	-1	-1	-1	54*	-9	-0.4	11	13	0	0
COc1ccc(N2CC(C(=O)Nc3ccc(S(=O)(=O)N4CCCCC4)cc3)CC2=O)cc1 (configuration not stated)	1	-5	-1	1	2	0.2	-14	4	-5	-1
COC(=O)c1ccc(NS(=O)(=O)c2cc(-c3cc(C)no3)ccc2OC)cc1	-1	1	0	-9	-3	-1.4	-1	4	0	0
Cc1ccc(C(=O)NNC(=O)CCn2nnc3ccccc32)cc1	-1	0	0	0	1	2.1	-4	-2	-4	-2
COc1ccc2c(c1)Cc1cc(NC(=O)c3ccccc3-c3ccccc3C(=O)O)ccc1-2	3	-1	-8	4	23	1.7	-6	63*	2	1
O=C(O)/C(=C\c1cn(-c2ccccc2)nc1-c1ccc(Cl)cc1)NC(=O)c1ccccc1	0	-2	0	2	-2	-1.5	-7	18	-2	-2
CCC(=O)c1ccc(OCC(=O)OC(C)C(=O)Nc2c(C)n(C)n(-c3ccccc3)c2=O)cc1 (configuration not stated)	3	-5	-2	-1	-2	-2.8	7	-3	2	4
COc1ccc(OC)c(-c2csc(NC(=O)Cc3ccccc3F)n2)c1	0	-5	-1	5	-5	0.3	-56	3	-9	3
CNCCCOc1cccc(OC(C)C)c1	0	5	-7	-4	5	0.4	2	-3	3	-2
CNC(=O)COc1coc(CN2CCN(c3ccc(F)cc3)CC2)cc1=O	1	-6	4	1	4	1.4	12	-2	-1	-2
CCOC(=O)N1CCN(C(=O)c2cc(OC)c(OC)c(OC)c2)CC1	1	8	-2	2	4	2.3	2	-1	2	4
CSc1ncccc1C(=O)OCC(=O)c1ccc[nH]1	-3	6	-5	0	-4	-0.8	1	3	0	5

Entries of single compounds from above. Order of values: UHRF1 binding | TCR CD3 inh | MBD2 DNA inh | PRMT1 FP inh | ABHD4 inh | PG9 binder | HTRA1 inhibitor | rCAG binder | LEDGF integ inh | Rev-erbA mod
`CCOC(=O)N1CCN(C(=O)c2cc(OC)c(OC)c(OC)c2)CC1` is listed with 1 | 8 | -2 | 2 | 4 | 2.3 | 2 | -1 | 2 | 4
`CSc1ncccc1C(=O)OCC(=O)c1ccc[nH]1` is listed with -3 | 6 | -5 | 0 | -4 | -0.8 | 1 | 3 | 0 | 5

This is a subset, so the mix of outcomes need not match the whole.
